# Bioassay records (PubChem)
# JMJD2A Tudor inh – blocks the human JMJD2A Tudor domain. 390,000 tested, 4.4% active. Potency, µM (titrated, usually from 114 µM), without a hit: at the top dose activity change, negative = inhibition, hits mostly inhibitors. AID 504339. AlphaScreen JMJD2A-Tudor / H3K4me3 peptide binding; also: % is scaled to controls: 0 for no effect and ±100 for the full control effect; nearly all actives have a fitted effect of over 50% in size
# HP1b chromo inh – HP1-beta chromodomain-methylated histone interaction inhibition; P83916; AlphaScreen HP1-beta / biotin-H3K9me3 peptide binding; Potency, µM (top dose mostly 114 µM), without a hit: at the highest dose activity change, negative = inhibition, hits mostly inhibitors; 390,000 tested, 0.56% active; AID 540317; also: nearly all actives have a fitted effect of over 70% in size; inactives centre near 23
#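 HP1-beta protein (50 nM final) preincubated 30 min at room temperature with biotinylated H3(1-18)K9me3 peptide (50 nM) in PBS pH 7.4, 0.01% Tween-20, then compound added for 30 min. AlphaScreen streptavidin donor/nickel chelate acceptor beads (10 ug/mL final), 30 min dark, luminescence read.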
# PGK inhibitor – blocks T. brucei phosphoglycerate kinase | P07378 | PGK/GAPDH coupled, Kinase-Glo luminescence, 60 min | Potency, µM (highest dose often 57.5 µM), inactives show top-dose activity change, negative = inhibition, actives largely listed as inhibitors | 380,000 tested, 0.043% active; also: % is scaled to controls: 0 for no effect and ±100 for the full control effect; nearly all actives have a fitted effect of over 60% in size
#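 Luminescent ATP detection (Kinase-Glo Plus) follows a 60-minute room-temperature incubation, with wells lacking PGK as controls. Buffer: 100 mM TEA (pH 7.6), 5 mM MgCl2, 0.01% Tween-20. Coupling enzyme GAPDH (100 nM final) supplies unstable 1,3-BPG in-well.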
# BAZ2B inh – BAZ2B (human) inhibition | AlphaScreen BAZ2B-H3K14Ac peptide displacement | Potency, µM (series often up to 114 µM), without a hit: at the top dose activity change, negative = inhibition, usual class: inhibitors | 360,000 tested, 4.4% active | AID 504333; also: % is scaled to controls: 0 for no effect and ±100 for the full control effect; nearly all actives have a fitted effect of over 60% in size
#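 AlphaScreen displacement: compounds (up to 110uM) incubated 30 min at room temperature with a preformed 50 nM BAZ2B/50 nM biotinylated H3K14Ac peptide complex in PBS pH 7.4 with Tween-20. Donor and acceptor beads at 10 ug/mL final added, 20 min light-protected before reading.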
# Pin1 inhibitor – inhibitors of human Pin1. Q13526. Pin1 FP peptide displacement, HiFluor488, 10 min. Potency, µM (series often up to 115 µM), without a hit: top-dose activity, negative = inhibition, actives largely listed as inhibitors. 390,000 tested, 0.009% active; active = well fitted inhibition curve with a large enough effect in the polarisation, with a control signal flat, not every such curve was filed as active; inconclusive = small, poorly fitted or top-dose-only effect, or effect the other way, or a change in a side signal; inactive = no such curve, though single readings can be large or run the other way; the % refers to the polarisation; also: % is scaled to controls: 0 for no effect and ±100 for the full control effect
# BLM helicase inh – inhibitors of human Bloom syndrome helicase BLM | P54132 | recombinant BLM DNA unwinding, fluorescence dequenching | Potency, µM (doses to about 56.1 µM), for the others: top-dose activity change, negative = inhibition, usual class: inhibitors | 350,000 tested, 0.2% active | AID 2528;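 also: plate controls were vehicle for no effect and no enzyme for full effect; nearly all actives have a fitted effect of over 35% in size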
# POLI inh – inhibitors of human DNA polymerase iota; Potency, µM (highest dose often 115 µM), inactives show top-dose activity, negative = inhibition, hits mostly inhibitors; 390,000 tested, 1% active; AID 588590; Pol iota fluorescent replication assay, 10 min; Q9UNA4
# Target sequence (Q9UNA4 whole entry, looked up): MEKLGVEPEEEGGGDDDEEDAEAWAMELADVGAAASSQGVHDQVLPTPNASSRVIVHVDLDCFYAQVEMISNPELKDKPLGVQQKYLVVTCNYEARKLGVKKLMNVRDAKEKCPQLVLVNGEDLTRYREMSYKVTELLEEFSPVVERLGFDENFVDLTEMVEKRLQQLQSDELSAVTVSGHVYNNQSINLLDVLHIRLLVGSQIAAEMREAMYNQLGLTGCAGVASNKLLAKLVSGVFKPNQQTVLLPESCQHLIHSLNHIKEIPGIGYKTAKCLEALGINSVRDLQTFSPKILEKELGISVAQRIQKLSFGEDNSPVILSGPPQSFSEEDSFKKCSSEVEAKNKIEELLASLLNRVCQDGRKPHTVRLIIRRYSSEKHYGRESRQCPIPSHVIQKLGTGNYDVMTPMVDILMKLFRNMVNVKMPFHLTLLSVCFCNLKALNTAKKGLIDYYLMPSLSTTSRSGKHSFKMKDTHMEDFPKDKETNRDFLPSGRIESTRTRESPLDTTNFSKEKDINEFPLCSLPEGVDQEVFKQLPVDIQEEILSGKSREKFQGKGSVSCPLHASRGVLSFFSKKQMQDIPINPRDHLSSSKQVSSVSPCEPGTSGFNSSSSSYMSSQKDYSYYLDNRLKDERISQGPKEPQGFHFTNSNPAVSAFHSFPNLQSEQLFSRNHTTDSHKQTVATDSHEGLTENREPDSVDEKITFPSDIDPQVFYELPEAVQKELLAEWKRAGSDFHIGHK
#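 Pol iota at 10 nM preincubated 15 min with compounds at room temperature; reaction started with fluorescent substrate, 50 nM final. Fluorescence read kinetically at 0 and 10 min; buffer-only wells as negative control.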
# G9a block – inhibitors of human histone lysine methyltransferase G9a | Q96KQ7 | G9a H3K9 monomethylation, AlphaScreen, 2 h | Potency, µM (doses to about 102 µM), without a hit: at the top dose activity, negative = inhibition, usual class: inhibitors | 350,000 tested, 8.8% active | AID 504332; also: % is scaled to controls: 0 for no effect and ±100 for the full control effect; nearly all actives have a fitted effect of over 75% in size
# Target sequence (Q96KQ7 913-1193 limits assumed): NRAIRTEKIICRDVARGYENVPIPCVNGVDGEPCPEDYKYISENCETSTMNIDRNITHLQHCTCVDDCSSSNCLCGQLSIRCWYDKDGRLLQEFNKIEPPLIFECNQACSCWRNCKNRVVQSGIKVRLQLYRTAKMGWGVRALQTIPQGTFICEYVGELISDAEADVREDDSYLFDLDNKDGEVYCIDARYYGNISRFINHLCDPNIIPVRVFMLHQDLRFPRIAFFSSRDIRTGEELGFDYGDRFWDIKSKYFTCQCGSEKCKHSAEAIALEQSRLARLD
#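 Using a bead-based AlphaScreen, monomethylated H3K9 product from 2 h room-temperature reactions (G9a 20 nM, peptide 500 nM, SAM 20 uM) was detected with 0.5 ug/mL rabbit anti-H3K9me1 antibody.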
# GLS inh – blocks human kidney-isoform glutaminase activity | Potency, µM (doses to about 45.5 µM), for inactives: at the highest dose activity change, negative = inhibition, most hits filed as inhibitors | AID 624170 | 410,000 tested, 0.21% active | GLS enzymatic activity, qHTS titration | O94925; also: % is scaled to controls: 0 for no effect and ±100 for the full control effect
#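 Compounds were pin-transferred onto hKGA, after which L-glutamine (1 mM solution) and a detection mix of glutamate oxidase, HRP and Amplex Red were added. Initial and 30 min RT fluorescence reads were collected.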
# * hit, by the source's call; i = inactive; ? = inconclusive; . = no result given; [ ] = remark or other dose. Unless noted, calls follow the shape of the dose curve; as a rule, active = well fitted curve in the direction sought with a large enough effect; inconclusive = small, poorly fitted or top-dose-only effect, or another doubt; inactive = no such curve, though single readings can be large; an effect the other way counts as inactive or inconclusive. Potency is read from the fitted curve at half-maximal effect. Some of the compounds tested, so the mix of outcomes need not match the whole.
SMILES,JMJD2A Tudor inh,HP1b chromo inh,PGK inhibitor,BAZ2B inh,Pin1 inhibitor,BLM helicase inh,POLI inh,G9a block,GLS inh
CN(/N=C/c1ccncc1)C1=NCCN1,-9.8%,16.0%,i,-14.3%,-3.5%,9.4%,106.3%[activator],?,-7.0%
CCN1CCN(c2nc3c(c(=O)[nH]c(=O)n3C)n2CCCSc2ncccn2)CC1,-7.7%,13.7%,-0.7%,4.6%,1.3%,2.1%,0.0%,4.7%[59 µM],13.2%
O=C(CN1C(=O)c2ccccc2C1=O)Nc1cccc(Cl)c1,-10.4%,33.4%,-0.3%,1.8%,0.5%,-3.0%,35.0%[activator],-8.6%,-3.4%
CCOc1ccc(S(=O)(=O)N2CCCCC2)cc1NC(=O)CSCc1c(C)noc1C,-8.9%,25.1%,-6.8%,2.7%,-0.1%,.,21.7%,19.2%[2.33 µM],3.0%
COc1ccc(C(=O)NCc2ccc(Cl)cc2)cc1S(=O)(=O)N1CCCC1,-19.3%,12.4%,-5.9%,11.8%,-2.0%,.,4.0%,-2.2%[12.7 µM],-0.2%
CCOc1ccccc1NC(=O)C1C2C=CC(O2)C1C(=O)O (stereo not given),-27.2%,36.3%,-3.6%,?,-3.1%,-3.4%,-7.6%,?,9.1%
COc1ccc(-c2oc(NC(=O)CSc3ncn[nH]3)c(C#N)c2-c2ccc(OC)cc2)cc1,?,-17.3%,-0.9%,?,12.9%,-18.8%,-10.4%,.,6.9%
O=C1OC[C@H]2CCCC[C@@H](CO)ON12,-8.2%,32.3%,i,.,2.6%,.,5.5%,.,-4.9%
O=C(NCc1ccco1)c1ccc(-c2csnn2)cc1,-9.3%,59.4%[activator],i,-24.4%,-7.1%,-3.8%,?,.,-14.1%
Cc1cc(C(=O)NNC(=O)c2ccc(Cl)cc2Cl)c(C)o1,-15.2%,8.2%,0.8%,9.2%,1.0%,.,3.2%,21.4%,15.8%
Clc1cccc(Nc2nc(-c3ccncc3)nc3ccccc23)c1,-10.5%,18.2%,-0.9%,3.4%,3.9%,-5.1%,-25.0%[58.9 µM],.,-4.4%
CCOC(=O)c1cc(C#N)c(SCC(=O)c2cc(C#N)c(SC)nc2C)[nH]c1=O,79.4µM*,4.0%,.,-33.0%,?,-14.3%,?,50.1µM*,20.1%
O=C(c1cc(COc2ccc(F)cc2Cl)on1)N1CCc2ccccc2C1,3.4%,73.7%[activator],4.1%,32.0%,12.0%,-10.3%,31.2%[activator],-2.3%,-0.1%
O=C(CN1CCN(c2ccc(O)cc2)CC1)Nc1ccc(S(=O)(=O)N2CCCC2)cc1,50.1µM*,?,8.1%,.,-1.7%,.,-10.2%,.,5.6%
Fc1ccc(OCCOCCN2CCNCC2)cc1,2.2%,45.4%,-3.2%,-3.3%,-2.3%,0.3%,116.1%[activator],?,-2.6%
CCOC(=O)c1[nH]c(C)c(CN(CCc2ccccc2)C(=O)CCC(=O)O)c1C,2.0%,16.4%,i,-4.2%,-9.7%,-4.1%,5.0%,?,-6.5%
COc1cccc(C2CC(c3ccccc3)=NN2S(=O)(=O)c2ccccc2)c1OC (stereo not given),?,-14.8%,-1.9%,-5.0%,45.6%[activator],-4.7%,86.4%[activator],-2.2%,-3.6%
COc1ccc(-c2nc(CSCC(=O)N3CCC(C(N)=O)CC3)c(C)o2)cc1OC,-16.6%,33.6%,-1.0%,-8.4%,2.2%,-2.7%,39.1%[activator],44.7µM*,-9.3%
O=C(Nc1nnc(-c2ccco2)s1)C1CCCCC1,-28.0%,58.0%[activator],i,50.1µM*,15.4%,-4.2%,-1.1%,14.2%[59 µM],-2.4%
CCOC(=O)CNc1ncnc2nc[nH]c12,-7.6%,33.8%,i,9.3%,-9.5%,0.1%,6.4%,13.6%[59 µM],-4.1%
Cc1ccc(-c2noc(-c3ccccc3C(=O)NCc3ccco3)n2)cc1,-8.4%,18.3%,-2.2%,-15.4%,0.1%,0.6%,4.2%,5.6%,-9.2%
CCOC(=O)C(=CNc1cc(C)nn1-c1ccc(Cl)cc1)C(=O)OCC,3.5%,15.8%,-4.6%,-4.5%,-9.2%,-7.7%,2.2%,29.7%[59 µM],12.9%
c1ccc(OCc2nnc(-c3ccccc3)o2)cc1,19.9%,62.9%[activator],i,13.3%,1.2%,-1.4%,74.6%[activator],38.4%,2.1%
Nc1nc2nc(-c3ccc(F)cc3)cc(C(F)(F)F)n2n1,8.8%,18.3%,-9.5%,-0.1%,-4.9%,2.5%,85.6%[activator],-7.5%,-4.8%
COc1ccc(OCC(=O)Nc2ccc3c(c2)nc(CCN2CCN(C)CC2)n3C)cc1,?,6.1%,i,-19.6%,-9.9%,-1.7%,6.8%,37.0%,20.0%
O=C(CCCNC(=O)c1ccc(Cl)cc1)Nc1ccccc1C(F)(F)F,1.7%,27.6%,i,0.5%,-0.5%,-3.2%,-8.2%,-1.7%,-6.2%
CCC(=O)Nc1cccc(-c2nc3ccc(C)cc3o2)c1,-15.1%,33.5%,-7.8%,-2.8%,0.0%,-3.5%,12.5%,23.8%,4.2%
COc1ccccc1NS(=O)(=O)c1cccc(NC(=S)NCCN2CCOCC2)c1,-10.5%,6.3%,-8.0%,-3.6%,-10.4%,2.1%,208.5%[activator],-10.4%[59 µM],5.2%
CCOC(=O)c1cnn(-c2cc(C)c3ccccc3n2)c1N,-2.0%,43.3%[activator],2.1%,2.9%,1.4%,2.4%,12.3%,-0.3%,6.7%
O=C(C1CCCN(S(=O)(=O)c2cccc3nsnc23)C1)N1CC=C(c2ccccc2)CC1 (stereo not given),-26.3%,6.9%,-5.9%,?,43.0%[activator],-1.9%,-7.6%,?,-5.3%
Cc1nnc(SCC(=O)c2cc(C)n(-c3c(C)n(C)n(-c4ccccc4)c3=O)c2C)s1,-10.1%,24.8%,-3.9%,6.5%,0.1%,-3.3%,-9.5%,9.1%,-6.5%
CCOC(=O)c1c(NC(=O)c2c(C)noc2C)sc2c1CCCCC2,-25.1%,17.2%,i,11.6%,-5.0%,-2.6%,?,-10.1%[0.501 µM],-6.3%
Cc1cc(C)n(CCC(=O)Nc2ccc(-c3ccno3)cc2)n1,-17.4%,3.5%[57 µM],0.3%,-1.2%,20.8%,1.2%,33.3%[activator],-3.3%,-6.8%
COc1cc(OC)c2cc(C(=O)N[C@@H](Cc3ccccc3)C(=O)O)n(C)c2c1,-6.1%,49.8%[activator],3.3%,2.3%,-2.2%,-5.3%,22.9%,13.3%,19.1%
CCCNC(=O)Nc1cc(OC)c(OC)cc1Cc1nccc2cc(OC)c(OC)cc12,-7.1%,19.7%,1.3%,6.5%,0.1%,-3.2%,8.4%,33.3%,14.4%
Cn1c(=O)c2c(ncn2CC(COCc2ccccc2Cl)OCc2ccccc2Cl)n(C)c1=O (stereo not given),-15.3%,17.9%,i,-26.1%,0.3%,-3.4%,7.6%,-15.7%,-2.9%
O=C(Nc1ccc(C(=O)N2CCCC2)cc1)c1ccc2c(c1)OCO2,-14.1%,46.6%[activator],-16.5%,4.1%,-2.2%,-1.3%,18.5%,6.4%[59 µM],0.2%
O=C(NCCCn1ccnc1)c1ccc(Cl)cc1,-6.9%,25.1%,-4.3%,-20.1%,-2.1%,-3.3%,-0.9%,5.7%,4.6%
O=C(CSc1nc(=O)n(CCCN2CCOCC2)c2c1CCCC2)Nc1ccccc1Cl,-6.2%,43.5%[activator],i,-7.3%,2.2%,.,-23.0%,-11.5%[0.501 µM],-6.4%
CCCCCC(C)NC(=O)c1ccoc1C (stereo not given),-11.8%,55.6%[activator],i,-0.4%,2.8%,2.8%,15.1%,-4.0%[59 µM],4.0%
CC(=O)c1ccc(C(=O)N2CCCC(N3CCN(c4ccc(F)cc4)CC3)C2)s1 (stereo not given),-14.6%,7.3%,7.5%,11.7%,2.6%,-6.1%,2.0%,.,0.0%
CCC(=O)NS(=O)(=O)c1cccnc1Nc1ccc(Cl)cc1,-8.2%,36.2%,3.7%,-5.9%,-7.8%,-1.0%,-0.5%,20.8%[59 µM],8.0%
C1=C(c2ccccc2)CCN(c2nc3ccccc3n3cnnc23)C1,-34.5%,-1.1%,-3.6%,6.2%,9.4%,-0.6%,?,22.4µM*,-0.1%
Cc1cc([N+](=O)[O-])ccc1P(=O)(O)c1ccc([N+](=O)[O-])cc1C,-28.5%,23.6%,-6.8%,.,-17.4%,.,20.2%,.,17.9%
O=C(O)c1cc2c(cc1NC(=O)c1c(F)cccc1Cl)OCCCO2,-3.5%,-0.4%,1.4%,1.3%,0.2%,0.4%,-4.4%,-15.3%,5.1%
O=C(N/N=C/c1sc2ccccc2c1O)c1ccccc1,?,-26.3%,-1.2%,?,?,-2.2%,22.3%,?,12.7%
CCOc1ccc(C(=O)NCC(c2cccs2)N(C)C)cc1 (stereo not given),-0.7%,30.6%,-6.5%,-8.5%,-2.8%,-4.9%,8.6%,0.0%,-8.6%
CC1(C(=O)O)CCC(C(=O)NCCc2ccccc2)C1(C)C (stereo not given),-7.6%,25.4%,i,-0.8%,-0.5%,0.0%,4.5%,19.4%[59 µM],-1.9%
CC(=O)c1ccc(C(=O)N(Cc2cccnc2)c2nc3c(C)c(C)ccc3s2)cc1,-25.6%,15.9%,8.3%,-30.7%,7.0%,-6.9%,16.0%,-44.8%[59 µM],4.9%

# Sorted by SMILES length (smallest number first): some entries from above
SMILES,JMJD2A Tudor inh,HP1b chromo inh,PGK inhibitor,BAZ2B inh,Pin1 inhibitor,BLM helicase inh,POLI inh,G9a block,GLS inh
CCOc1ccc(C(=O)NCC(c2cccs2)N(C)C)cc1 (stereo not given),-0.7%,30.6%,-6.5%,-8.5%,-2.8%,-4.9%,8.6%,0.0%,-8.6%
C1=C(c2ccccc2)CCN(c2nc3ccccc3n3cnnc23)C1,-34.5%,-1.1%,-3.6%,6.2%,9.4%,-0.6%,?,22.4µM*,-0.1%
Cc1cc([N+](=O)[O-])ccc1P(=O)(O)c1ccc([N+](=O)[O-])cc1C,-28.5%,23.6%,-6.8%,.,-17.4%,.,20.2%,.,17.9%
